Screens: PubChem BioAssay, National Center for Advancing Translational Sciences (NCATS)
ALDH1A1 inh = inhibitors of human aldehyde dehydrogenase 1A1 | AID 1030 | Potency, µM (top dose mostly 75.3 µM), inactives show at the top dose activity, negative = inhibition, most hits filed as inhibitors | Purified ALDH1A1, NADH fluorescence, propionaldehyde substrate | 7.3% of 220,000 active | P00352; active = well fitted inhibition curve with a large enough effect, not every such curve was filed as active; inconclusive = small, poorly fitted or top-dose-only effect, or another doubt; inactive = no such curve, though single readings can be large or run the other way;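 also: plate controls were no enzyme wells and a reference inhibitor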
GAA glycogen = GAA glycogen-cleavage inhibition or activation | P10253 | recombinant GAA, glycogen substrate, Amplex Red glucose oxidase fluorescence | Potency, µM (top dose mostly 76.4 µM), for inactives: at the highest dose activity change, negative = inhibition, hits mostly inhibitors | 0.38% of 300,000 active;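 also: 0% = full enzyme reaction and -100% = no-enzyme basal signal; the screen sought inhibitors and activators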
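Recombinant human alpha-glucosidase (4 nM final) hydrolysed bovine liver glycogen (30 ug) for 40 min at 37 C in pH 5.0 citrate/phosphate with 0.01% Tween-20. Released glucose detected by glucose oxidase/Amplex Red, Ex 573/Em 610 nm. Compounds up to 77 uM; AC50 from Hill fits.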
aGlu spleen mod = lysosomal alpha-glucosidase (human) modulation; P10253; human spleen homogenate, 4-MU-alpha-glucoside fluorescence; Potency, µM (titrated, usually from 79.9 µM), for inactives: top-dose activity change, negative = inhibition, usual class: inhibitors; 0.006% of 240,000 active; AID 2112;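 also: 0% = enzyme with vehicle and -100% = no enzyme basal signal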
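Human spleen homogenate (1 ug) with 4-methylumbelliferyl-alpha-D-glucopyranoside (1 mM final) in 50 mM citrate/phosphate pH 5.0, 0.01% Tween-20; 40 min at 37 C. Stopped at pH 10; 4-MU fluorescence Ex 365/Em 440 nm; AC50 by Hill fit.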
aGal spleen mod = inhibits or activates alpha-galactosidase in human spleen homogenate; P06280; human spleen homogenate, 4MU-alpha-Gal fluorescence, 40 min; Potency, µM (doses to about 80 µM), without a hit: at the highest dose activity change, negative = inhibition, hits mostly inhibitors; 0.008% of 240,000 active; AID 2107;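 also: 0% = enzyme with vehicle and -100% = no enzyme basal signal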
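Fluorogenic readout (Ex 365/Em 440 nm) of 4-methylumbelliferone released from 1 mM 4-MU-alpha-galactoside by spleen homogenate, 40 min at 37C, pH 5.0. Data normalized to no-enzyme and enzyme controls; Hill-equation AC50 from compound titrations.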
SMN2 splice up = SMN2 splice variant enhancement; Potency, µM (highest dose often 46.1 µM), for the others: at the top dose activity change, positive = activation, actives largely listed as activators; HEK293 SMN2-luciferase splicing reporter, luminescence, 30-36 h; 2.8% of 210,000 active; also: % of control where 0% means no effect; nearly all actives have a fitted effect of over 55% in size
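qHTS luciferase splicing reporter: luminescence rises when SMN2 exon 7 is included in transfected HEK293 cells. Compound exposure lasted 30-36 h at 37C, with 4.5 mM final sodium butyrate as control, followed by a ONE-Glo read.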
KDM4E inh = JMJD2E (human) inhibition | B2RXH2 | JMJD2E catalytic domain, FDH-coupled NADH fluorescence (FDH is formaldehyde dehydrogenase) | Potency, µM (highest dose often 57.1 µM), inactives show at the top dose activity change, negative = inhibition, usual class: inhibitors | 1.6% of 230,000 active | AID 2147; active = well fitted inhibition curve with a large enough effect, not every such curve was filed as active; inconclusive = small, poorly fitted or top-dose-only effect, or another doubt; inactive = no such curve, though single readings can be large or run the other way;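 also: 0% = wells with enzyme and -100% = buffer wells without enzyme; nearly all actives have a fitted effect of over 50% in size; many of its hits are not listed in these tables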
Target sequence (B2RXH2 1-337 limits assumed): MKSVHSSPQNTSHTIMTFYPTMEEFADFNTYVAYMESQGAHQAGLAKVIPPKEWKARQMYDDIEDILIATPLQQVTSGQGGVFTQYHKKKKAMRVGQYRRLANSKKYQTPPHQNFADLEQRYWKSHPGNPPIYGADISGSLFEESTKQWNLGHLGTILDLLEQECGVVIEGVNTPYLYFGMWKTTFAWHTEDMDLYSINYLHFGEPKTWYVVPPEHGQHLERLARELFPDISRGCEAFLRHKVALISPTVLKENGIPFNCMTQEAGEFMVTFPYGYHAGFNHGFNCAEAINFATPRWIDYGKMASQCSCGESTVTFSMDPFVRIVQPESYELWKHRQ
GAA inhib = blocks human lysosomal alpha-glucosidase; P10253; purified human GAA, 4-MU-alpha-glucoside fluorescence; Potency, µM (highest dose often 76.9 µM), inactives show at the highest dose activity change, negative = inhibition, usual class: inhibitors; 0.005% of 200,000 active; AID 1466;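 also: plate controls were uninhibited enzyme wells for no effect and no-enzyme background for full effect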
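Endpoint fluorogenic read: 20 min room-temperature reaction of 4 nM human alpha-glucosidase with 400 uM 4-methylumbelliferyl-alpha-D-pyranoside, pH 5.0, quenched with 1M NaOH/1M glycine pH 10. AC50 from Hill modeling.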
RGS12 GoLoco inh = inhibitors of human Gai1-RGS12 GoLoco interaction (red fluorophore) | P63096 | Gai1:RGS12 GoLoco peptide FP, rhodamine, 10 min | Potency, µM (top dose mostly 61.6 µM), inactives show at the highest dose activity, negative = inhibition, usual class: inhibitors | 0.44% of 230,000 active | AID 880; active = well fitted inhibition curve with a large enough effect, not every such curve was filed as active; inactive = no such curve, though single readings can be large or run the other way; also: % is scaled to controls: 0 for no effect and ±100 for the full control effect; nearly all actives have a fitted effect of over 30% in size; many of its hits are not listed in these tables
Target sequence (P63096 whole entry, looked up): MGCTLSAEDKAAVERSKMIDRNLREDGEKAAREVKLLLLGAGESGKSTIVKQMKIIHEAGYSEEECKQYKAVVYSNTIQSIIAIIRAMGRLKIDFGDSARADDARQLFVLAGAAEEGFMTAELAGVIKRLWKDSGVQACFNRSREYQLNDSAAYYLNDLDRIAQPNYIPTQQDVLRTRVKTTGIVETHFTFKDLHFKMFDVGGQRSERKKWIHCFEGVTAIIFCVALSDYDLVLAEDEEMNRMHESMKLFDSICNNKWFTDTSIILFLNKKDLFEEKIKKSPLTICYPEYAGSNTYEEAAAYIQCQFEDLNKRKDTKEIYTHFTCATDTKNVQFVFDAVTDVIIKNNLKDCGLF
The depositor's hits bear a star; u = inconclusive; x = no result given; [ ] = another dose, or the depositor's remark. Unless noted, calls follow the shape of the dose curve; as a rule, active = well fitted curve in the direction sought with a large enough effect; inconclusive = small, poorly fitted or top-dose-only effect, or another doubt; inactive = no such curve, though single readings can be large; an effect the other way counts as inactive or inconclusive. Potency is read from the fitted curve at half-maximal effect. Not all compounds are listed, so the mix of outcomes need not match the whole.

mol	GAA glycogen	RGS12 GoLoco inh	aGlu spleen mod	GAA inhib	KDM4E inh	ALDH1A1 inh	SMN2 splice up	aGal spleen mod
COCc1[nH][nH]c(=O)c1C=Nc1ccccc1	3%	12%	-16%	1%	-9%	-1%	3%	-8%
O=C(NC1=NCCS1)c1csc2ccccc12	-1%	1%	-7%	-14%	u	-7%	11µM*	5%
S=C1NCCOCCNC(=S)NCCOCCOCCN1	2%	12%	5%	9%	10%	2%	-2%	7%
CCN(CC)S(=O)(=O)c1ccc(NC(=O)c2nc3nc(C)cc(C)n3n2)cc1	6%	2%	-3%	x	u	x	x	1%
CCOC(=O)C1CCN(c2c(Nc3cc(C)cc(C)c3)c(=O)c2=O)CC1	-12%	-2%	-1%	x	-21%	x	x	-1%
FC(F)(F)c1ccccc1NC(=S)Nc1cccc(Cl)c1	-6%	-1%	1%	1%	3%	-12%	-6%	0%
CC(=O)N[C@@H](C)C(=O)OC(C)C(=O)Nc1cccc([N+](=O)[O-])c1 (some centres not stated)	3%	-8%	1%	-5%	-1%	-4%	0%	5%
CCCCOC(=O)c1ccc(OC(=O)c2cccnc2)cc1	-3%	5%	-10%	-3%	1%	3%	4%	-3%
Clc1cccc(NCc2nnc(SCc3ccccc3)o2)c1	-10%	-5%	-4%	-8%	-7%	-1%	-15%	6%
CCCCCn1c(CNC(=O)CC)nc2ccccc21	2%	6%	0%	3%	0%	1%	6%	-3%
CCN(CC)/C(Sc1ccccc1)=C(/C(Cl)=C(Cl)Cl)[N+](=O)[O-]	8%	4%	13%	0%	0%	-8%	6%	-2%
COCC(=O)N1CCC2(CC1)CN(C(=O)Nc1cccc(F)c1)C2	x	6%	-4%	x	x	3%	-4%	3%
CC(C)NC(=O)c1ccccc1NC(=O)CS(=O)(=O)Cc1ccccc1	5%	-9%	0%	-14%	-5%	10%	0%	-3%
COc1cccc(C(=O)NCC(=O)NNc2ncnc(N)c2[N+](=O)[O-])c1	-7%	2%	1%	-4%	-15%	6%	6%	0%
CCOC(=O)c1cnc(SC)nc1Sc1ccccc1Cl	-8%	8%	4%	-7%	1%	6%	-11%	5%
Cc1cnc(CNc2ncnc3ccc(-c4ccc5c(c4)OCO5)cc23)cn1	x	17%	6%	x	x	-15%	x	4%
O=C(NCC(c1cccs1)N1CCOCC1)c1ccc(Br)o1 (configuration not stated)	-2%	6%	3%	1%	9%	5%	-23%	9%
COc1ccc(/C=C/C(=O)O)cc1S(=O)(=O)NC1CCS(=O)(=O)C1 (configuration not stated)	6%	0%	0%	u	u	15%	8%	-4%
CC(C(=O)Nc1ccccc1-c1ccccc1)N1CCN(C(=O)c2ccccc2)CC1 (configuration not stated)	6%	-3%	-5%	u	0%	13µM*	x	-7%
COc1ccccc1-c1ccc(/C=N/O)o1	-2%	15%	5%	x	u	x	x	10%
Cc1nc2sc(C(c3ccc(F)cc3)N3CCOCC3)c(O)n2n1 (configuration not stated)	-5%	2%	5%	7%	-5%	8%	-5%	8%
Cc1cc(SCC(=O)OC/C(O)=C(\C#N)c2nc3ccccc3[nH]2)c(C)cc1Br	16%	51%[activator]	8%	7%	u	9%	-12%	6%
COc1ccc(C(=O)OCc2cc3cccc(C)c3[nH]c2=O)cc1	-1%	8%	7%	-9%[15.4 µM]	u	u	-9%	9%
CCOC(=O)c1ccc(N2C(=O)CC(N3CCC(Nc4ccc(F)cc4)CC3)C2=O)cc1 (configuration not stated)	-6%	3%	-3%	-5%	-8%	3.2µM*	8%	2%
Cc1nn2c(N3CCN(C(=O)c4ccco4)CC3)cc(C(C)(C)C)nc2c1-c1ccccc1	8%	-4%	-5%	u	12%	u	-13%	-7%
CCOc1ccccc1N(CC(=O)NC(C)(C)C)C(=O)c1ccc(CN2CCOCC2)o1	-2%	-5%	1%	11%	9%	-12%	-3%	9%
S=C1NCCOCCOCCOCCOCCNC(=S)NCCOCCOCCOCCOCCN1	0%	5%	-24%	-2%	3%	3%	8%	6%
C/C(CCc1ccco1)=N\NC(=O)CNc1cccc2ccccc12	u	14%	-6%	u	u	u	-17%	-7%
C=CCNC(=O)Cn1nc(-c2ccccc2)ccc1=O	3%	-5%	-10%	-3%	u	-1%	19%	-16%
O=C(CNc1ccc(F)cc1)N/N=C/C1CC=CCC1 (configuration not stated)	u	11%	3%	1%	16%	u	22%	1%
CC(C)Cc1c(O)nc(SCCN2CCOCC2)[nH]c1=O	18%	x	0%	-9%	5%	7%	x	-1%
Cc1ccc(NCC(=O)NNC2=NCCC2)c(C)c1	u	7%	-1%	-5%	1%	1%	12%	8%
O=C(N/N=C/c1cccc([N+](=O)[O-])c1)c1cc(-c2ccc3c4c(cccc24)CC3)n[nH]1	1%	18%	1%	-4%	0%	7%	-7%	4%
COc1cccc(-n2c(N)c(C#N)c3ccc([N+](=O)[O-])cc3c2=O)c1	-3%	x	-12%	-9%	-7%	1%	x	-9%
CCOC(=O)C1=C(c2ccccc2)OC(N)=C(C#N)C1c1ccc(Br)s1 (configuration not stated)	-10%	4%	0%	-5%	u	-4%	1%	6%
O=C(CSc1ccc(F)cc1)N1CCC(c2nc3ccccc3s2)CC1	-5%	-9%	-1%	-2%	1%	7.1µM*	x	6%
CCOc1cc2[nH]c(=O)n(Cc3ccc(C(=O)NCCCN4CCC(C)CC4)cc3)c(=O)c2cc1OCC	-2%	-3%	-1%	-5%	u	-10%	-4%	-1%
COC(=O)c1ccc(NC(=O)CC2C(=O)N(c3ccc(C)cc3)C(=O)N2CC(C)C)cc1 (configuration not stated)	6%	0%	3%	-7%	-2%	u	-10%	4%
O=C(CNC(=S)NC(=O)c1ccc(Br)o1)c1ccccc1	4%	11%	-2%	2%	8%	1%	25%	-1%
CCC(C(=O)c1ccc(O)cc1)c1ccccc1 (configuration not stated)	-3%	3%	-3%	-19%	-2%	1%	-8%	6%

With a hit mark in SMN2 splice up, among the entries above:
mol | GAA glycogen | RGS12 GoLoco inh | aGlu spleen mod | GAA inhib | KDM4E inh | ALDH1A1 inh | SMN2 splice up
O=C(NC1=NCCS1)c1csc2ccccc12 | -1% | 1% | -7% | -14% | u | -7% | 11µM*

(more compounds)
mol	GAA glycogen	RGS12 GoLoco inh	aGlu spleen mod	GAA inhib	KDM4E inh	ALDH1A1 inh	SMN2 splice up	aGal spleen mod
Cc1ccccc1NC(=O)c1cccc(NC(=O)CCC(=O)O)c1	-6%	-1%	8%	7%	3%	6%	x	2%
O=C(c1cc2ccccc2[nH]1)N1CCOCC1	7%	-3%	-6%	7%	1%	7%	20%	-12%
CC(C)C(=O)NC(=S)Nc1ccccc1N1CCN(C(=O)c2ccc(Cl)cc2)CC1	-13%	11%	6%	-14%	-3%	-7%	x	3%
O=C(CCN1CCCCCC1)Nc1ccc(F)cc1	-7%	-12%	5%	-2%	-17%	u	21%	5%
COc1ccc(N2CCN(C(c3cccs3)c3nnnn3C3CCCC3)CC2)cc1 (configuration not stated)	-8%	-9%	-2%	-10%	0%	-18%	9%	5%
Cc1ccc(/C=C/C(=O)Nc2nc3ccccc3[nH]2)cc1	-4%	-3%	5%	4%	-24%	10%	10µM*	0%
CCc1nc(OCCN(C)C)c2oc3ccccc3c2n1	-12%	-20%	0%	-16%	-6%	-14%	10%	2%
CCC(C)NC(=O)C1CCN(S(=O)(=O)c2cc([N+](=O)[O-])ccc2Cl)CC1 (configuration not stated)	7%	-2%	5%	x	10%	x	x	14%
CC(C)Cc1nnc(NS(C)(=O)=O)s1	2%	-5%	-6%	-9%	-1%	25µM*	24%	7%
O=S(=O)(NCC(c1ccco1)N1CCN(c2ccc(F)cc2)CC1)c1ccc(F)cc1 (configuration not stated)	4%	-68%	-1%	5%	-6%	-12%	9%	-1%
Cc1ccc2c(CN3CCC(C)CC3)cc(=O)oc2c1	1%	18%	-2%	-6%	-15%	-12%	14µM*	-5%
COc1ccc(/C=C2/NC(=O)N(Cc3ccccc3F)C2=O)cc1OC	18%	-9%	-2%	-3%	u	u	-3%	2%
CCN1CCN(Cc2ccc(NC(=O)c3cc(NC(=O)c4cncc(-c5ccc(C#N)cc5)c4)cc(OC)c3)cc2C(F)(F)F)CC1	1%	7%	-3%	x	u	x	x	1%
O=C(CSc1nnc(C2CC2)n1Cc1ccccc1)NCc1ccccc1	8%	8%	-1%	-2%	-3%	4%	12%	6%
Cc1ccc(NC(=O)CN2C(=O)S/C(=C/c3ccc(-c4cc(C(=O)O)ccc4C)o3)C2=O)cc1C	8%	13%	2%	-10%	u	u	-11%	-1%
O=C(O)c1cccc(NC(=S)N/N=C/c2ccccc2OCc2ccc(Br)cc2)c1	-17%	9%	3%	u	-6%	u	u	6%
CCOC(=O)c1cc2sccc2n1CC(=O)N1CCN(C(=O)c2ccco2)CC1	1%	-1%	4%	-2%	0%	-12%	-10%	-8%
CN(C)c1c([N+](=O)[O-])ncn1C	4%	15%	-3%	u	4%	-9%	-8%	5%
CCOc1cc(N2CCOCC2)c(OCC)cc1NC(=O)c1ccc(NC(C)=O)cc1	3%	8%	5%	-1%	-13%	0%	-6%	-2%
CSCCC(NC(N)=O)C(=O)Nc1ccc(C)cc1 (configuration not stated)	6%	8%	-5%	1%	13%	6%	18%	-5%
